SR-BI uptake up: SR-BI HDL lipid transfer activation; CHO ldlA[mSR-BI] cells, DiI-HDL uptake fluorescence, 3 h; 100 = double the neutral-control signal; activation, % at 12.5 µM; hit rate 0.096% among 320,000;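 active = mean replicate activation of at least 60% and every replicate at or above 60%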;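 note: 0% = median plate neutral-control signal and 100% = twice that signal; values of inactives mirror those of a sister screen read the other way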
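System: CHO ldlA[mSR-BI] cells / Medium: HEPES-buffered (25 mM, pH 7.4) F12 plus 0.5% BSA / Probe or stimulus: labelled HDL, 10 µg/mL / Doses: single compound concentration, delivered by pin transfer / Schedule: 3 h, 37 °C / Measured by: DiI fluorescence, bottom read / Measure: cell-associated DiI fluorescence as measure of HDL uptake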
CAL PDZ FP-1: human CAL PDZ-peptide interaction inhibition; Q9HD26; purified CAL PDZ, TMR-peptide fluorescence polarization, 1 h; inhibition, % at 20 µM; hit rate 0.02% among 330,000; AID 504414;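 active = highest replicate inhibition of at least 40%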;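 note: plate controls were DMSO neutral control wells for no effect and unlabeled competitor peptide control wells for full effect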
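Assay system – tagged CAL PDZ protein CerCALP, purified · Timing – 1 h at RT · Compound – single point, 20 µM · Measured by – fluorescence polarization from S- and P-plane intensities, G-factor corrected · Evaluation – inhibition from polarization loss · Probe or stimulus – TMR reporter peptide T*-PRC34 · Buffer or medium – pH 7.4 phosphate-saline buffer, reducing agent, detergent, IgG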
cardiac RTF act: cardiac RTF calcium sensitization; P19429+P45379; hit rate 0.24% among 340,000; activation, % at 7.2 µM; IANBD-labeled TnC RTF fluorescence at EC20 calcium; 0% EC20 calcium, 100% full calcium; AID 493008;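 active = activation above the mean over all tested compounds plus 3 SD, cut at about 30% in these data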;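 note: rise in fluorescence read as greater calcium sensitivity of cardiac thin filaments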
LANA DNA inh: inhibitors of KSHV LANA C-terminal domain DNA binding; MBP-C-LANA/FAM-LBS DNA binding, fluorescence polarization; inhibition, % at 9 µM; hit rate 0.078% among 340,000; AID 504423;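 active = highest replicate inhibition at or above 60% at 9 µM, even if other replicates fall short; inactive = all replicates below 60% inhibition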;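 note: 0% = neutral control wells and 100% = 4 µM acridine orange control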
CAL PDZ FP-2: blocks peptide binding to the human CAL PDZ domain; hit rate 0.92% among 300,000; Q9HD26; AID 602252; inhibition, % at 24.9 µM; purified CAL PDZ, TMR-peptide fluorescence polarization, 1 h;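 active = mean inhibition of at least 30% with at least half of replicates also reaching 30%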;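 note: 0% = DMSO neutral control and 100% = excess unlabeled competitor peptide PRC23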
Keap1-Nrf2 PPI: disrupts human Keap1 binding to Nrf2 peptide | Keap1 Kelch-Nrf2 peptide fluorescence polarization, 1536-well | inhibition, % at 9.4 µM | hit rate 0.15% among 340,000; in the data active = inhibition above about 12%;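 note: human Keap1 Kelch domain with fluorescein labeled Nrf2 9mer peptide probe; 0% = neutral control wells and 100% = peptide positive control; higher means more block of Keap1 binding to Nrf2 peptide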
RTF Ca sens inh: cardiac RTF calcium desensitization. IANBD-labeled cardiac RTF, Ca2+ fluorescence. P19429+P45379. hit rate 0.12% among 340,000. inhibition, % at 7.15 µM;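 active = inhibition above the mean inhibition of all tested compounds plus 3 SD, cut at about 17% in these data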;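 note: assay run at fixed EC70 calcium of 1.6 mM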
PKA-R2B act: activators of human PKA-R2B complex. P22694+P31323. PKA-R2B holoenzyme dissociation, Cy5-IP20 fluorescence polarization; R2B truncated from residue 108, S112A mutant; 0% DMSO only, 100% 113 µM cGMP. activation, % at 11.4 µM. hit rate 0.079% among 340,000;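 active = activation above a cutoff set at the mean over all compounds plus 3 SD, cut at about 18% in these data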;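 note: higher means more holoenzyme dissociation and a rise in polarization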
Target sequence (P31323 whole entry, looked up, other chains not shown, the tested form may be a part): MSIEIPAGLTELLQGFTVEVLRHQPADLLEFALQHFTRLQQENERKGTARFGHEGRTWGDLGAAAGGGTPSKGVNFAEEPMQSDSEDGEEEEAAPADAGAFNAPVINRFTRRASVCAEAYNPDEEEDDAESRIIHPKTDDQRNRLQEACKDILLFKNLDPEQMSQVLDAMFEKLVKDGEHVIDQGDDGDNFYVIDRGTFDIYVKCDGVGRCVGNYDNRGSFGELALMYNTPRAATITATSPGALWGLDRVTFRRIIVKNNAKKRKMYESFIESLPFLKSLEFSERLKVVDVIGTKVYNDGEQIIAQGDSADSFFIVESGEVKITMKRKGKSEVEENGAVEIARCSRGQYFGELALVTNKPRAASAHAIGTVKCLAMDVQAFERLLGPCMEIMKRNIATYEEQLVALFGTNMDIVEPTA
Rtt109 HAT inh: inhibitors of Candida albicans Rtt109/Vps75 histone acetyltransferase; purified Rtt109/Vps75, ThioGlo CoA-SH fluorescence, 4 h; inhibition, % at 34.9 µM; hit rate 0.16% among 330,000;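 active = inhibition of at least 50% in every replicate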
DAGLB inhibitor: blocks human DAGLB lipase activity; hit rate 0.059% among 340,000; Q8NCG7; inhibition, % at 5.17 µM; HEK293T DAGLB membrane lysate, EnzChek fluorogenic substrate; in the data active = inhibition above about 34%;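 note: 0% = enzyme with vehicle and 100% = wells lacking enzyme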
Target sequence (Q8NCG7 whole entry, looked up): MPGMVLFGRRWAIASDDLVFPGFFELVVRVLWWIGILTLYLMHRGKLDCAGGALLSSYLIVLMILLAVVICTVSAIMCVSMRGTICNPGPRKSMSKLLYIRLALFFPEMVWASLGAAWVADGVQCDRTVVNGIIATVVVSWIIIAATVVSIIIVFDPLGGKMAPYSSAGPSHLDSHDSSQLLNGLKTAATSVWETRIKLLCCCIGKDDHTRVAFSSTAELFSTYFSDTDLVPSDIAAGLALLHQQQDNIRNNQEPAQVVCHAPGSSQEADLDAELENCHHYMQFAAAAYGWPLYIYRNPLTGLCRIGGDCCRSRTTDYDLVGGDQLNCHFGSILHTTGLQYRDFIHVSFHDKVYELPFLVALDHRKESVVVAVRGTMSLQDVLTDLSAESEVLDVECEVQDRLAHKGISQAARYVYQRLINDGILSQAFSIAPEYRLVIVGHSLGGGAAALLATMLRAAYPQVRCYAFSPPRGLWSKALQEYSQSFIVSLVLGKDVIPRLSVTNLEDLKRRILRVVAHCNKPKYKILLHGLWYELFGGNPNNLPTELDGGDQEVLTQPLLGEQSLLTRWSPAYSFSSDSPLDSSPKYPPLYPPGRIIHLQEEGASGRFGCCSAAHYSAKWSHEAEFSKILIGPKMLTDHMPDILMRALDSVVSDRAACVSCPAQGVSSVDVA
* marks the source's active call; other numbers are inactive results. Outcome played no part in choosing rows; about 1.6% have a hit in one of these screens.

COc1cc(C2CC(C(F)(F)F)n3ncc(C(=O)O)c3N2)cc(OC)c1OC (stereo not given) was read as SR-BI uptake up 4, CAL PDZ FP-1 13, cardiac RTF act 3, LANA DNA inh -0.1, CAL PDZ FP-2 -2, Keap1-Nrf2 PPI -2, RTF Ca sens inh -8, PKA-R2B act -5, Rtt109 HAT inh 9 and DAGLB inhibitor 1.
For COc1cc(S(=O)(=O)NCC2OCCc3ccccc32)ccc1-n1cnnn1 (stereo not given) the results were SR-BI uptake up 31, CAL PDZ FP-1 0.9, cardiac RTF act -1, LANA DNA inh -0.2, Keap1-Nrf2 PPI 0, RTF Ca sens inh -4, PKA-R2B act -12, Rtt109 HAT inh 4 and DAGLB inhibitor 1.
Screening Cc1nn2cc(-c3ccc(N)cc3)nc2s1 returned SR-BI uptake up -13, CAL PDZ FP-1 -0.6, cardiac RTF act 3, LANA DNA inh 0.1, CAL PDZ FP-2 -2, Keap1-Nrf2 PPI -7, RTF Ca sens inh 12, PKA-R2B act -11, Rtt109 HAT inh -1 and DAGLB inhibitor 0.
`O=c1oc2ccccc2c(O)c1/C=C1\C=Nc2ccccc21` gave SR-BI uptake up 6, CAL PDZ FP-1 -2.5, cardiac RTF act 2, LANA DNA inh 0.3, CAL PDZ FP-2 -2, Keap1-Nrf2 PPI 0, RTF Ca sens inh -9, PKA-R2B act 4, Rtt109 HAT inh 11 and DAGLB inhibitor 7.
Cc1ccc(NC(=O)c2ccc(OC(=O)COc3ccc(Cl)cc3C)cc2)cc1 was read as SR-BI uptake up -10, CAL PDZ FP-1 -1.2, cardiac RTF act -4, LANA DNA inh 0.7, CAL PDZ FP-2 -1, Keap1-Nrf2 PPI 4, RTF Ca sens inh -24, PKA-R2B act 5, Rtt109 HAT inh 2 and DAGLB inhibitor -5.
`Nc1ccccc1Nc1cc(-c2ccccc2)nn1-c1ccccc1` gave SR-BI uptake up -17, CAL PDZ FP-1 0.8, cardiac RTF act -1, LANA DNA inh -0.1, CAL PDZ FP-2 -4, Keap1-Nrf2 PPI -2, RTF Ca sens inh 6, PKA-R2B act -5, Rtt109 HAT inh 9 and DAGLB inhibitor 11.
For N#CC(C#N)=Cc1ccc(OCC(=O)N2CCOCC2)cc1 the results were SR-BI uptake up 37, CAL PDZ FP-1 -1.4, cardiac RTF act -4, LANA DNA inh -0.7, CAL PDZ FP-2 2, Keap1-Nrf2 PPI -2, RTF Ca sens inh 1, PKA-R2B act -3, Rtt109 HAT inh 3 and DAGLB inhibitor 2.
For CN1CC(=O)N/C1=N\C(=O)Nc1ccc(O)cc1 the results were SR-BI uptake up 12, CAL PDZ FP-1 1.8, cardiac RTF act 9, LANA DNA inh 3.1, CAL PDZ FP-2 8, Keap1-Nrf2 PPI -2, RTF Ca sens inh -1, PKA-R2B act 1, Rtt109 HAT inh 2 and DAGLB inhibitor 0.
CCc1sc(NC(=O)C(C)C)nc1-c1ccccc1 was read as CAL PDZ FP-1 -0.3, cardiac RTF act 2, LANA DNA inh -0.8, CAL PDZ FP-2 2, Keap1-Nrf2 PPI -2, RTF Ca sens inh -7, PKA-R2B act -8, Rtt109 HAT inh 6 and DAGLB inhibitor -4.
`Cn1c(NNC(=O)CCC2CCCCC2)cc(=O)n(C)c1=O` gave SR-BI uptake up 27, CAL PDZ FP-1 0.5, cardiac RTF act -2, LANA DNA inh 0.5, Keap1-Nrf2 PPI 0, RTF Ca sens inh -4, PKA-R2B act 8, Rtt109 HAT inh 6 and DAGLB inhibitor 0.
`CC1CCN(Cc2cc(=O)oc3ccc4ccccc4c23)CC1` gave SR-BI uptake up -15, CAL PDZ FP-1 -2.5, cardiac RTF act -1, LANA DNA inh 5.4, Keap1-Nrf2 PPI 1, RTF Ca sens inh -3, PKA-R2B act -5, Rtt109 HAT inh 6 and DAGLB inhibitor -12.
`CCOc1ccc2nc3sc(C(=O)N4CCOCC4)c(N)c3cc2c1` gave CAL PDZ FP-1 0.2, cardiac RTF act -1, LANA DNA inh -0.2, CAL PDZ FP-2 10, Keap1-Nrf2 PPI 4, RTF Ca sens inh -4, PKA-R2B act 1, Rtt109 HAT inh -7 and DAGLB inhibitor 3.
COC(=O)c1ccc(CNCC(O)COc2ccc(-c3ccccc3)cc2)cc1 (stereo not given) was read as CAL PDZ FP-1 -2.1, cardiac RTF act -3, LANA DNA inh -1.2, CAL PDZ FP-2 -1, Keap1-Nrf2 PPI -2, RTF Ca sens inh -4, PKA-R2B act -1, Rtt109 HAT inh -4 and DAGLB inhibitor -5.
O=C(ONC(=O)C1C2C=CC(C2)C1C(=O)NOC(=O)c1ccccc1)c1ccccc1 (stereo not given) was read as SR-BI uptake up 30, CAL PDZ FP-1 -1.1, cardiac RTF act -3, LANA DNA inh 2.1, CAL PDZ FP-2 -3, Keap1-Nrf2 PPI -1, RTF Ca sens inh -4, PKA-R2B act 4, Rtt109 HAT inh -5 and DAGLB inhibitor 2.
For COc1ccc(NC(=O)CSc2nnc3ccc(-c4ccncc4)nn23)cc1OC the results were CAL PDZ FP-1 -2.5, cardiac RTF act 2, LANA DNA inh 0.7, CAL PDZ FP-2 -3, Keap1-Nrf2 PPI 0, RTF Ca sens inh -10, PKA-R2B act -9, Rtt109 HAT inh -4 and DAGLB inhibitor -8.
`COc1ccc(/C=C2/C(=N)N3N=C(CC(=O)N4CCCC4)SC3=NC2=O)cc1` gave SR-BI uptake up 5, CAL PDZ FP-1 -0.4, cardiac RTF act -2, LANA DNA inh 20, CAL PDZ FP-2 1, Keap1-Nrf2 PPI -3, RTF Ca sens inh 6, PKA-R2B act -5, Rtt109 HAT inh 18 and DAGLB inhibitor 1.
`S=C(Nc1ccccc1Cl)N1CCCC(c2ccccc2)=N1` gave SR-BI uptake up -34, CAL PDZ FP-1 0.2, cardiac RTF act 1, LANA DNA inh 0.2, Keap1-Nrf2 PPI -3, RTF Ca sens inh -8, PKA-R2B act 0, Rtt109 HAT inh 0 and DAGLB inhibitor -23.
`O=C(CN1C(=O)NC2(CCCC2)C1=O)OCc1ccccc1F` gave SR-BI uptake up 5, CAL PDZ FP-1 0.0, cardiac RTF act -4, LANA DNA inh 0.7, CAL PDZ FP-2 -3, Keap1-Nrf2 PPI -1, RTF Ca sens inh 0, PKA-R2B act -1, Rtt109 HAT inh -11 and DAGLB inhibitor -2.
O=C(CSc1nn(-c2ccccc2)c(=S)s1)Nn1cnnc1 was read as SR-BI uptake up 22, CAL PDZ FP-1 -1.0, cardiac RTF act -1, LANA DNA inh 0.8, CAL PDZ FP-2 0, Keap1-Nrf2 PPI -3, RTF Ca sens inh 1, PKA-R2B act 0, Rtt109 HAT inh 0 and DAGLB inhibitor -1.
Screening CC(C)CCNC(=O)c1ccc2c(SCC(=O)O)c3c(nc2c1)CCCC3 returned SR-BI uptake up 20, CAL PDZ FP-1 0.1, cardiac RTF act -5, LANA DNA inh 0.8, Keap1-Nrf2 PPI -8, RTF Ca sens inh -2, PKA-R2B act -2, Rtt109 HAT inh -1 and DAGLB inhibitor 0.

The closing 2 compounds of the section above come first, to join the parts:
O=C(CSc1nn(-c2ccccc2)c(=S)s1)Nn1cnnc1 was read as SR-BI uptake up 22, CAL PDZ FP-1 -1.0, cardiac RTF act -1, LANA DNA inh 0.8, CAL PDZ FP-2 0, Keap1-Nrf2 PPI -3, RTF Ca sens inh 1, PKA-R2B act 0, Rtt109 HAT inh 0 and DAGLB inhibitor -1.
Screening CC(C)CCNC(=O)c1ccc2c(SCC(=O)O)c3c(nc2c1)CCCC3 returned SR-BI uptake up 20, CAL PDZ FP-1 0.1, cardiac RTF act -5, LANA DNA inh 0.8, Keap1-Nrf2 PPI -8, RTF Ca sens inh -2, PKA-R2B act -2, Rtt109 HAT inh -1 and DAGLB inhibitor 0.
COc1ccc(CNC(=O)c2ccc(CS(=O)Cc3cccc(Cl)c3)o2)cc1 (stereo not given) was read as SR-BI uptake up 9, CAL PDZ FP-1 -1.7, cardiac RTF act 2, LANA DNA inh -2.3, CAL PDZ FP-2 3, Keap1-Nrf2 PPI 3, RTF Ca sens inh -10, PKA-R2B act 2, Rtt109 HAT inh 30 and DAGLB inhibitor 2.
For CCc1cc(SC#N)ccc1N the results were SR-BI uptake up -4, CAL PDZ FP-1 -1.3, cardiac RTF act 4, LANA DNA inh 0.0, CAL PDZ FP-2 -6, Keap1-Nrf2 PPI -3, RTF Ca sens inh -8, PKA-R2B act 2, Rtt109 HAT inh 5 and DAGLB inhibitor -1.
For CCN(c1ccc(NC(=O)CCc2nc3sc4c(c3c(=O)[nH]2)CCCC4)cc1)C(C)C the results were SR-BI uptake up -7, CAL PDZ FP-1 -2.1, cardiac RTF act 5, LANA DNA inh 0.4, CAL PDZ FP-2 -2, Keap1-Nrf2 PPI -1, RTF Ca sens inh -12, PKA-R2B act 5, Rtt109 HAT inh -3 and DAGLB inhibitor 8.
For COC(=O)[C@H]1[C@@H](C)N(Cc2ccccc2)C(=O)N[C@H]1c1ccccc1 the results were SR-BI uptake up 26, CAL PDZ FP-1 -0.5, cardiac RTF act 4, LANA DNA inh -1.2, CAL PDZ FP-2 -1, Keap1-Nrf2 PPI -3, RTF Ca sens inh -6, PKA-R2B act -3, Rtt109 HAT inh 5 and DAGLB inhibitor 0.
`C=Cc1ccc(CN2CCCN(Cc3ccc(F)cc3)S2(=O)=O)cc1` gave CAL PDZ FP-1 -0.5, cardiac RTF act -1, LANA DNA inh -0.4, CAL PDZ FP-2 -6, Keap1-Nrf2 PPI -3, RTF Ca sens inh -1, PKA-R2B act -2 and DAGLB inhibitor -11.
CC(=O)c1ccc(N2CCN(C(=O)C3(S(=O)(=O)c4ccc(Cl)cc4)CC3)CC2)cc1 was read as SR-BI uptake up -31, CAL PDZ FP-1 -1.1, cardiac RTF act -2, LANA DNA inh -1.8, Keap1-Nrf2 PPI -1, RTF Ca sens inh -5, PKA-R2B act 4, Rtt109 HAT inh 1 and DAGLB inhibitor 1.
`Cc1ccc(CNC(=O)CS(=O)(=O)Cc2nc(-c3ccccc3F)oc2C)cc1` gave SR-BI uptake up 13, CAL PDZ FP-1 -1.5, cardiac RTF act 3, LANA DNA inh 0.3, Keap1-Nrf2 PPI -5, RTF Ca sens inh -6, PKA-R2B act -11, Rtt109 HAT inh -4 and DAGLB inhibitor 4.
`N#Cc1cc2ccccc2nc1SCc1cccnc1` gave SR-BI uptake up 22, CAL PDZ FP-1 -1.4, cardiac RTF act -2, LANA DNA inh 0.2, CAL PDZ FP-2 -3, Keap1-Nrf2 PPI -3, RTF Ca sens inh -2, PKA-R2B act 6, Rtt109 HAT inh 3 and DAGLB inhibitor 0.
`COc1ccc(-c2csc3ncnc(Sc4nnnn4C)c23)cc1` gave SR-BI uptake up -4, CAL PDZ FP-1 -1.3, cardiac RTF act -4, LANA DNA inh 0.4, CAL PDZ FP-2 -2, Keap1-Nrf2 PPI -3, RTF Ca sens inh 10, PKA-R2B act 2, Rtt109 HAT inh -1 and DAGLB inhibitor 0.
